# NALP3 yeast inh: inhibitors of NALP3 inflammasome in yeast; 330,000 tested, 0.39% active; AID 2825; inhibition, % at 10 µM; Yeast reconstituted NLRP3/ASC/caspase-1, beta-gal luminescence, 24 h;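 active means inhibition of 50% or more; inactive means inhibition below 50%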;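 further: plate controls were induced DMSO wells for no effect and uninduced yeast grown without galactose for full effect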
# Apaf-1 inh: inhibitors of human Apaf-1 apoptosome | O14727 | inhibition, % at 20 µM | AID 489030 | reconstituted apoptosome caspase-3 activity, DEVD-Rh110 fluorescence | 330,000 tested, 0.71% active; active means inhibition of at least 40% at 20 µM;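 further: plate controls were DMSO wells for no effect and DEVD-CHO caspase inhibitor wells for full effect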
#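 Material: reconstituted apoptosome with Apaf-1, cytochrome c, caspase-9, procaspase-3, dATP; medium: pH 7.5 Hepes buffer with CHAPS, BSA, DTT; also added: cytochrome c and DEVD-Rh110 substrate; timing: 30 min plus 50 min, RT; signal: Rh110 fluorescence intensity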
# tim10-1 inh: tim10-1 yeast growth inhibition; S. cerevisiae tim10-1 ts strain growth, BacTiter-Glo, 24 h; inhibition, % at 20 µM; 330,000 tested, 2.2% active; AID 463190;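 active means inhibition of at least 40%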;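 further: mutant grown at 25 °C; 0% = DMSO wells with yeast and 100% = wells holding no yeast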
# mIAP act: mouse IAP activation; muIAP, CDP-Star luminescence, 30 min; active compounds read high; 1 = vehicle-only enzyme signal, 0 = enzyme-free wells; activation factor at 10 µM; 330,000 tested, 0.24% active; AID 2805;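 active means activation factor of at least 2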; further: the source names both 10 and 20 µM as test concentration; values of inactives mirror those of a sister screen read the other way
#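 also added = chemiluminescent substrate CDP-Star | test system = mouse IAP enzyme | signal = chemiluminescence readout | compound = DMSO-dissolved test compounds | incubation = 30 min at room temperature | benchmarks = DMSO wells, no-enzyme wells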
# hIAP act: human IAP activation | P09923 | purified human IAP, CDP-Star luminescence, 30 min; active compounds read high; 1 = vehicle-only enzyme, 0 = enzyme-free background | activation factor at 10 µM | 330,000 tested, 0.16% active | AID 2524;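 active means activation factor of the enzyme at least 2-fold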; further: the source names both 10 and 20 µM as test concentration; values of inactives mirror those of a sister screen read the other way
# Target sequence (P09923 whole entry, looked up): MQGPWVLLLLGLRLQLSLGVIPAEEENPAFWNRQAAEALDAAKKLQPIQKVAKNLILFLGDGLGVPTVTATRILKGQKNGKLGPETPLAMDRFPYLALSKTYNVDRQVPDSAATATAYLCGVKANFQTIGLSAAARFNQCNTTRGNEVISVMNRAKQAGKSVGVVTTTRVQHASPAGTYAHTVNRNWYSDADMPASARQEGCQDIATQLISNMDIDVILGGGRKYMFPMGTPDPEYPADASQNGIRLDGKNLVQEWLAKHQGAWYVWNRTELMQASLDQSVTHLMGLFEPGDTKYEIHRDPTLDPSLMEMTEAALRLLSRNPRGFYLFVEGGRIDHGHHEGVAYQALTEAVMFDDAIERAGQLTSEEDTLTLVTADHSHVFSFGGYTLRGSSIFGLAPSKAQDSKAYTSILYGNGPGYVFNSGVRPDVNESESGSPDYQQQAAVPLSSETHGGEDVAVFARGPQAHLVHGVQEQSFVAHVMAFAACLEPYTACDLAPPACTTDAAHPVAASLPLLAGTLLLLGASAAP
# mIAP block: mouse IAP inhibition; purified mouse IAP, CDP-Star luminescence, 30 min; inhibition, % at 10 µM; 330,000 tested, 0.2% active;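 active means inhibition of at least 40% at 10 µM in the primary screen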;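 further: plate controls were DMSO with enzyme for no effect and no enzyme wells for full effect; values of inactives mirror those of a sister screen read the other way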
# TIM10 inh: TIM10 yeast growth inhibition; S. cerevisiae TIM10 strain growth, BacTiter-Glo luminescence, 24 h; inhibition, % at 10 µM; 330,000 tested, 1.4% active; AID 463195;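 active means inhibition of 40% or more at the single tested concentration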;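 further: wild-type TIM10 isogenic control strain grown at permissive 25 °C; 0% = DMSO yeast wells and 100% = minimal medium wells without yeast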
# hIAP block: blocks human intestinal alkaline phosphatase | purified IAP, CDP-Star luminescence, 30 min | inhibition, % at 10 µM | 330,000 tested, 0.12% active;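 active means inhibition reaching a set limit with compound at 10 µM in the primary screen, cut at about 35% in these data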;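 further: plate controls were DMSO wells with enzyme for no effect and no-enzyme buffer wells for full effect; values of inactives mirror those of a sister screen read the other way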
# ATG4B inhibitor: ATG4B (human) cysteine protease inhibition; AID 504462; ATG4B cleavage of LC3-PLA2, NBD-HPC fluorescence, 1 h; 340,000 tested, 0.51% active; inhibition, % at 8.33 µM; in the data active means inhibition above about 40%
# * marks the source's active call; other numbers are inactive results; / = no result given. No enrichment for hits; overall some 4.5% were active at least once.
entry	canonical_smiles	NALP3 yeast inh	TIM10 inh	mIAP block	hIAP act	tim10-1 inh
1	Cc1cccc(OCCC(=O)Nc2ccc(F)c(F)c2)c1	30	-13	-12	1	7
2	COc1ccc(CCC(=O)NC2CCCN(Cc3ccc(Cl)cc3)C2)cc1OC (centres undefined)	12	-15	-2	1.1	3
3	CCOc1ccccc1NC(=O)C1CCN(S(=O)(=O)c2cccc3cccnc23)CC1	-4	6	2	0.88	14
4	Nc1c(-c2ccc(Cl)cc2)nnn1-c1ccccc1	22	7	2	0.87	3
5	O=C(COC(=O)CCC1CCCC1)Nc1ccc(Cl)cn1	10	-1	9	0.98	-1
6	COCc1cc(C)nc2sc(C(=O)Nc3cccc(OC)c3)c(N)c12	40	5	-7	1.3	-13
7	COC(=O)c1ccc(NC(=S)NC2CCCCC2)cc1	12	24	-70	1.1	36
8	COc1ccc(-c2nn(-c3ccccc3)cc2/C=N/NC(=O)c2cccc(S(=O)(=O)Nc3ccccc3Cl)c2)cc1	7	25	8	1.4	34
9	Cc1ccccc1NS(=O)(=O)c1ccc(C(=O)NCCCN2CCOCC2)cc1	1	-9	-3	1	-6
10	O=C(NCCN1CCOCC1)/C(=C\c1ccccc1F)NC(=O)c1ccccc1	9	-7	12	1.1	13

entry	mIAP act	hIAP block	Apaf-1 inh	ATG4B inhibitor
1	1.1	-2	1	7
2	1	-13	1	5
3	0.98	12	-6	/
4	0.98	13	-5	3
5	0.91	2	-3	-5
6	1.1	-26	11	-17
7	1.7	-8	11	-2
8	0.92	-37	13	15
9	1	-4	10	-9
10	0.89	-9	15	-3

# (more compounds)
entry	canonical_smiles	NALP3 yeast inh	TIM10 inh	mIAP block	hIAP act	tim10-1 inh
11	Cc1ccn2c(CN(C)CCn3nc(C)cc3C)c(C(=O)N3CCCCCC3)nc2c1	7	5	-8	1.1	5
12	COc1ccc(C(=O)COC(=O)CN2C(=O)C3CC=CCC3C2=O)c(OC)c1 (centres undefined)	19	-9	7	0.81	-6
13	CC1CCCC(NC(=O)c2ccc3c(c2)N(Cc2ccccc2)C(=O)CS3=O)C1C (centres undefined)	-5	-2	3	1	6
14	C=CCN(c1ccc(C(=O)Nc2ccc3c(c2)OCO3)cc1)S(C)(=O)=O	17	-9	0	1.2	-4
15	O=C(COc1ccc2c(-c3ccccc3)cc(=O)oc2c1)Nc1ccc(CN2CCOCC2)cc1	7	10	2	1	14
16	Cc1cc(C(=O)N2CCCC(CNS(=O)(=O)c3cccs3)C2)nn1C (centres undefined)	20	8	1	1.1	13
17	CC(C)Cc1nnc(NC(=O)CCC(=O)N2CCN(Cc3ccccc3)CC2)s1	7	8	1	1.4	-3
18	CCOc1ccccc1NC(=O)CSc1nnc(C2CC2)n1CC	-5	-11	-7	0.95	6
19	Cc1cccc(C)c1NC(=O)CN(C)C(=O)/C=C/c1cccs1	-13	2	10	0.98	16
20	COc1ccc(OC)c(-c2cc(C(=O)NCCN3CCOCC3)no2)c1	6	11	-4	0.91	10

entry	mIAP act	hIAP block	Apaf-1 inh	ATG4B inhibitor
11	1.1	-9	9	7
12	0.93	19	-12	-11
13	0.97	-5	-1	3
14	1	-17	3	-4
15	0.98	-2	8	-2
16	0.99	-13	-13	-2
17	0.99	-42	-1	-5
18	1.1	5	1	-1
19	0.9	2	-6	-14
20	1	9	-9	1

# Compound profiles, from the list above:
# `Cc1cccc(C)c1NC(=O)CN(C)C(=O)/C=C/c1cccs1` in the list: NALP3 yeast inh: -13; TIM10 inh: 2; mIAP block: 10; hIAP act: 0.98; tim10-1 inh: 16; mIAP act: 0.9; hIAP block: 2; Apaf-1 inh: -6; ATG4B inhibitor: -14
# `C=CCN(c1ccc(C(=O)Nc2ccc3c(c2)OCO3)cc1)S(C)(=O)=O` in the list: NALP3 yeast inh: 17; TIM10 inh: -9; mIAP block: 0; hIAP act: 1.2; tim10-1 inh: -4; mIAP act: 1; hIAP block: -17; Apaf-1 inh: 3; ATG4B inhibitor: -4

# Next results
entry	canonical_smiles	NALP3 yeast inh	TIM10 inh	mIAP block	hIAP act	tim10-1 inh
21	COc1ccc(NS(=O)(=O)c2cc(NC(=O)C3CC3)ccc2N2CCCCC2)cc1	-1	18	-22	1.2	20
22	Cc1ccccc1NS(=O)(=O)c1ccc(C(=O)N2CCCCCCC2)cc1	13	6	-7	1	16
23	O=C(Cn1ncc2c1-c1ccccc1OC2)Nc1nc2ccccc2s1	11	27	-1	1	12
24	Cc1csc(NC(=O)CSc2nnc(-c3cccnc3)o2)n1	4	0	5	1.1	-6
25	CCC(=O)Nc1ccc(-c2ccc(N3CCN(C)CC3)nn2)cc1	3	3	-5	1	-7
26	COC(=O)c1[nH]c(=O)c2ccccc2c1OCc1ccccc1	15	-10	1	1.2	-3
27	c1ccc(N2CCN(c3nc4cc5c(cc4s3)OCCO5)CC2)cc1	-1	4	6	1.2	13
28	CCOC(=O)C1CCN(S(=O)(=O)c2ccc3c(c2)NC(=O)C(C)C(=O)N3)CC1 (centres undefined)	-1	4	-3	0.86	3
29	O=C(Nc1ncc([N+](=O)[O-])s1)c1ccccc1Br	15	23	10	1	29
30	Cn1nc(C(=O)N2CCOCC2)c([N+](=O)[O-])c1C(=O)N1CCOCC1	-6	7	3	1.1	8

entry	mIAP act	hIAP block	Apaf-1 inh	ATG4B inhibitor
21	1.2	-16	0	-9
22	1.1	-4	12	-6
23	1	0	25	-13
24	0.95	-9	-1	1
25	1	0	-5	-4
26	0.99	-18	7	-14
27	0.94	-19	2	-6
28	1	14	15	-4
29	0.9	0	-17	3
30	0.97	-10	-11	-3

# A draw from above in order of length of the SMILES, lowest first:
entry	canonical_smiles	NALP3 yeast inh	TIM10 inh	mIAP block	hIAP act	tim10-1 inh
18	CCOc1ccccc1NC(=O)CSc1nnc(C2CC2)n1CC	-5	-11	-7	0.95	6
29	O=C(Nc1ncc([N+](=O)[O-])s1)c1ccccc1Br	15	23	10	1	29
26	COC(=O)c1[nH]c(=O)c2ccccc2c1OCc1ccccc1	15	-10	1	1.2	-3
25	CCC(=O)Nc1ccc(-c2ccc(N3CCN(C)CC3)nn2)cc1	3	3	-5	1	-7
27	c1ccc(N2CCN(c3nc4cc5c(cc4s3)OCCO5)CC2)cc1	-1	4	6	1.2	13
20	COc1ccc(OC)c(-c2cc(C(=O)NCCN3CCOCC3)no2)c1	6	11	-4	0.91	10
22	Cc1ccccc1NS(=O)(=O)c1ccc(C(=O)N2CCCCCCC2)cc1	13	6	-7	1	16
17	CC(C)Cc1nnc(NC(=O)CCC(=O)N2CCN(Cc3ccccc3)CC2)s1	7	8	1	1.4	-3
30	Cn1nc(C(=O)N2CCOCC2)c([N+](=O)[O-])c1C(=O)N1CCOCC1	-6	7	3	1.1	8
21	COc1ccc(NS(=O)(=O)c2cc(NC(=O)C3CC3)ccc2N2CCCCC2)cc1	-1	18	-22	1.2	20
28	CCOC(=O)C1CCN(S(=O)(=O)c2ccc3c(c2)NC(=O)C(C)C(=O)N3)CC1 (centres undefined)	-1	4	-3	0.86	3

entry	mIAP act	hIAP block	Apaf-1 inh	ATG4B inhibitor
18	1.1	5	1	-1
29	0.9	0	-17	3
26	0.99	-18	7	-14
25	1	0	-5	-4
27	0.94	-19	2	-6
20	1	9	-9	1
22	1.1	-4	12	-6
17	0.99	-42	-1	-5
30	0.97	-10	-11	-3
21	1.2	-16	0	-9
28	1	14	15	-4

# Screening data (PubChem BioAssay)
